# From PubChem BioAssay
# H1N1 NS1A inhibition: H1N1 influenza NS1A inhibitors, functional cell based assay (AID 504329). NS1A functional cell-based assay, percent inhibition; higher % means a stronger effect. inhibition, % at 12.5 µM; hits with a dose series show IC50 in µM. hit rate 0.3% among 340,000; in the data active = a potency from the dose series; inconclusive = inhibition above about 27% without an active follow-up result; note: strong numbers were not always called active
# VEEV TC-83 Vero: inhibitors of VEEV TC-83 cytopathic effect, confirmation, Vero cells (AID 588727) | Vero cells, VEEV TC-83 cytopathic effect inhibition; higher % means a stronger effect | one-dose inhibition, % at 20 µM; IC50 in µM for titrated hits | hit rate 0.13% among 350,000; in the data active = a potency from the dose series; inconclusive = inhibition mostly from about 14% at the one dose, without a potency; inactive = the rest, 99 in 100 with inhibition below about 12%; note: strong numbers were not always called active
# Salmonella PhoP GFP: PhoP regulon inhibitors, Salmonella typhi PhoP promoter GFP reporter, confirmatory (AID 1850). Salmonella Typhi PhoP-promoter GFP reporter, fluorescence, 4 h; higher % means a stronger effect. one-dose inhibition, % at 50 µM; IC50 in µM for titrated hits. hit rate 0.33% among 310,000; in the data active = a potency from the dose series; inconclusive = inhibition mostly from about 25% at the one dose, without a potency; inactive = the rest, 99 in 100 with inhibition below about 19%;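 note: 0% = induced wells with vehicle and 100% = uninduced wells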
# H37Rv inhibition: M. tuberculosis growth inhibition, HTS (AID 449762) | M. tuberculosis H37Rv growth inhibition, 7H9 media; higher % means a stronger effect | inhibition, % at 25 µM; hits with a dose series show IC50 in µM | hit rate 0.59% among 330,000; in the data active = a potency from the dose series; inconclusive = inhibition above about 70% without an active follow-up result;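 note: bacterial growth assessed after seven days of incubation; strong numbers were not always called active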
# M. tuberculosis: growth inhibition of non-replicating M. tuberculosis (AID 488890). one-dose inhibition, % at 25 µM; IC50 in µM for titrated hits. Mycobacterium tuberculosis non-replicating, growth inhibition; higher % means a stronger effect. hit rate 0.39% among 320,000; in the data active = a potency from the dose series; inconclusive = inhibition mostly from about 82% at the one dose, without a potency; inactive = the rest, 99 in 100 with inhibition below about 76%;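 note: plate controls were DMSO cells for no effect and high antibiotic wells for full effect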
# VEEV TC-83 Vero 10K pilot screen: further read-out of VEEV TC-83 Vero, marked with its call; inhibition, %; measured here: 10K pilot screen inhibition
# Numbers without * were called inactive; i = inactive; ? = inconclusive; · = no result given.
SMILES,H1N1 NS1A inhibition,VEEV TC-83 Vero,Salmonella PhoP GFP,H37Rv inhibition,M. tuberculosis,others
CCOC(=O)c1c(NC(=O)CSc2nnc(-c3ccncc3)n2Cc2ccco2)sc(C)c1C,3%,6.1%,-1%,-7%,17%,
O=C(CC1C(=O)NCCN1Cc1cccc(Oc2ccccc2)c1)NCCc1cnccn1 (configuration not stated),-19%,2.2%,9%,0%,2%,
COc1ccc(C(=O)Nc2ccc(S(=O)(=O)N3CCOCC3)cc2)cc1OC,3%,1.1%,2%,-4%,-13%,
C=CCNC(=O)C1CCN(S(=O)(=O)CC)CC1,4%,0.2%,-10%,-7%,-21%,
Cc1ccc(S(=O)(=O)Nc2nc(C)cc(NN)n2)cc1,-5%,0.1%,12%,-3%,5%,
O=C(CN1C(=O)NC2(CCCC2)C1=O)OCc1ccccc1,-4%,1.6%,·,-11%,-13%,
Cc1ccc(C(=O)N2C3=C(CCCC3)C(=O)NC23CCCCC3)cc1,1%,1.7%,0%,-4%,-20%,
COc1cc(C(=O)N2CCN(S(=O)(=O)c3ccc(C(C)C)cc3)CC2)ccc1OCC(=O)N1CCOCC1,-4%,1.7%,·,·,·,
CC[N+](CC)(CC)C/C=C/CN1CCCCC1,16%,0.1%,-4%,6%,-20%,
CC1(C)NC(C)(C)/C(=C\c2cccs2)C(=O)C1=O,15%,0.2%,-6%,-1%,20%,
CC1CC(NC2=NCCS2)CC(C)(C)C1 (configuration not stated),-4%,0.4%,1%,0%,28%,
Cc1cc(Cl)c2oc(C(=O)NCCN3CCOC3=O)c(C)c2c1,-3%,i,0%,2%,-10%,
Cc1cc(C)c(OCC(=O)OCC(=O)NC2CCCCCCC2)c(C)c1,-14%,0.2%,-11%,-7%,14%,
Cn1c(N)c(C(=O)COC(=O)c2cccc(S(=O)(=O)NCc3ccccc3)c2)c(=O)n(C)c1=O,-14%,7.3%,·,-5%,29%,
O=C(N/N=C/c1ccc(O)c(Br)c1)c1cc2c(ccc3ccccc32)o1,4%,5.9%,13%,-5%,6%,
CCOC(=O)CSC1=N/C(=C\c2ccc(OC)c(OC)c2)C(=O)N1C,3%,0.8%,-11%,4%,36%,VEEV TC-83 Vero 10K pilot screen=1.2
C=CCn1c(COc2ccccc2F)nnc1SCC(=O)NC(=O)NCc1ccco1,-2%,i,-11%,-4%,-5%,
CCOC(=O)c1c(NC(=O)CSc2nnc(-c3ccc(OC)cc3)o2)sc2c1CCC2,6%,0.5%,0%,13%,38%,
Cc1cccc(OCC(=O)Nc2ccc(NC(=O)c3ccco3)cc2)c1,-2%,4.7%,·,·,·,
CCOC(=O)CCC(=O)N1CCNC(=O)C1,-9%,i,-5%,0%,·,
Cc1ccc(S(=O)(=O)Nc2ccccc2F)cc1C(=O)NCc1ccco1,-8%,1.3%,·,1%,-19%,
CC(=O)N1c2ccc(S(=O)(=O)N3CCC(C(=O)Nc4ccccn4)CC3)cc2CC1C (configuration not stated),0%,3.4%,10%,-2%,1%,
C=CCn1c(SCC(=O)Nc2cc(NC(C)=O)ccc2OC)nnc1-c1ccccn1,-3%,2.1%,1%,4%,0%,
CC(Sc1nnc(-c2ccccc2)c(-c2ccccc2)n1)C(=O)Nc1ncc(Cl)cc1Cl (configuration not stated),1%,0.8%,0%,10%,43%,
CCCCNC(=O)c1cccc2c(=O)c(C)c(-c3ccccc3)oc12,-6%,10%,-9%,7%,8%,
CS(=O)(=O)c1ccc(Cl)c(NC(=O)COC(=O)CNC(=O)c2ccccc2)c1,9%,1.2%,-4%,-10%,-1%,
CC(=O)Nc1ccc(S(=O)(=O)N2CCN(CCN3CCOCC3)CC2)cc1Cl,0%,i,-6%,-7%,-13%,
CCn1cc(C2=NOC(C(=O)Nc3cc(C)nn3-c3ccccc3)C2)c(C)n1 (configuration not stated),0%,1.5%,-1%,1%,5%,
COC1OC(COC(=O)c2ccccc2)C(OC(=O)c2ccccc2)C1OC(=O)c1ccccc1 (configuration not stated),1%,0.7%,-2%,1%,-5%,
CNC(=O)O/N=C/c1nn(C(=O)C(C)(C)C)cc1Br,-6%,i,9%,4%,-9%,
CNc1nc2c(c(=O)n(C)c(=O)n2C)n1Cc1ccccc1,-3%,i,-5%,3%,5%,
O=C(COc1ccccc1O)Nc1ccc(Cl)cc1,-3%,i,0%,-4%,-8%,
OC(COc1ccc2cc(Br)ccc2c1)CN1CCCC1 (configuration not stated),7%,12%,28%,1%,66%,
O=C(c1c(Cl)cccc1Cl)N1CCN(c2ncccn2)CC1,-12%,0.1%,0%,1%,-6%,
COc1ccc(-c2noc(CN(C)CCC3CCCCO3)n2)cc1 (configuration not stated),-1%,1.5%,-16%,-5%,·,
COc1ccc(N(C)S(=O)(=O)c2cccc(C(=O)NCC(c3ccco3)N3CCCC3)c2)cc1 (configuration not stated),0%,0.2%,-8%,-3%,2%,
COc1ccc(NC(=O)C2CCCN(S(=O)(=O)c3cnc[nH]3)C2)cc1 (configuration not stated),5%,0.7%,-8%,3%,-5%,
Cc1cc(Cl)ccc1OCCCC(=O)Nc1cc(S(=O)(=O)N2CCOCC2)ccc1N1CCOCC1,-10%,0.5%,·,·,·,
COc1cccc(C(=O)OCC(=O)NCc2ccc3c(c2)OCO3)c1OC,-2%,2.0%,·,-3%,7%,
C[C@@]12CC[C@H]3OC(=O)C=C3C1CC[C@@]13CC(CCC12)[C@](CO)(O[C@H]1O[C@H](CO)[C@@H](O)[C@H](O)[C@H]1O)C3 (some centres not stated),-3%,0.5%,12%,-15%,-13%,
O=C(NC1CCN(C(=S)Nc2ccccc2)CC1)C1CCCCC1,12%,2.0%,1%,2%,9%,
N#C/C(=C\c1cccs1)C(=O)c1ccccc1,0%,i,-10%,10%,12%,
C/C(CC(=O)NCCN1CCOCC1)=N\NC(=O)c1ccncc1,1%,0.0%,-22%,?,62%,
Nc1ccc(S(=O)(=O)N2CCC(Cc3ccccc3)CC2)cc1,20%,0.4%,-2%,1%,9%,
COc1ccc(-c2nc(Cn3c(SCc4ccc(C)cc4)nc4ccncc43)c(C)o2)cc1OC,31%,12%,-2%,57%,49%,
CCOc1ccccc1NC(=O)Cn1c(=O)c(OCC)nc2cnccc21,4%,1.9%,-9%,-7%,-3%,
O=C(COC(=O)c1cccc(S(=O)(=O)N2CCN(c3ccccc3)CC2)c1)NCc1ccco1,10%,i,-8%,-3%,0%,
CCOC(=O)c1c(-c2ccccc2)nc2c(C)cccn12,-20%,i,7%,21%,?,
CCOC(=O)N1CCN(S(=O)(=O)c2ccc(OCC)c3ccccc23)CC1,-6%,2.7%,5%,0%,8%,
C=CCOC(=O)C1=C(C)Nc2nnnn2C1c1ccc(OC)cc1OC (configuration not stated),-1%,i,-5%,-6%,8%,
Cc1ccc(C)c(Cn2nnc3c(=O)[nH]c(C4CCN(C(=O)c5ccco5)CC4)nc32)c1,3%,3.8%,1%,-6%,33%,
O=C(CCN1C(=O)c2ccncc2C1=O)Nc1ccc(F)cc1,10%,1.3%,-3%,11%,7%,
CCCC12CN3CC(CCC)(CN(C1)C3C(O)C(O)C(O)CO)C2=O (configuration not stated),1%,1.2%,9%,2%,-19%,
CCOC(=O)c1sc2nc(C)nc(N3CCN(c4ncccn4)CC3)c2c1C,-13%,5.9%,19%,0%,21%,
O=C(Nc1nncs1)c1ccc(Br)c(S(=O)(=O)N2CCCC2)c1,3%,0.9%,-11%,-10%,-6%,
Cc1ccc(-n2c(Cc3cccs3)nnc2SCC(=O)Nc2ccc(S(N)(=O)=O)cc2)cc1,-6%,1.1%,-11%,1%,26%,
Cc1ccc(-c2nnn(CC(=O)N(CC(=O)NCC3CCCO3)c3ccc(F)c(Cl)c3)n2)o1 (configuration not stated),4%,1.2%,-8%,5%,15%,
Cc1ccc(NC(=O)c2cnc(N3CCN(c4ccccn4)CC3)c3ccccc23)c(Br)c1,0%,11%,-3%,?,72%,
CCCCC(=O)Nc1nc(C)c(C(C)=O)s1,-4%,2.7%,·,-4%,5%,
Cc1c(-c2ccccc2)cnc2c(C)cccc12,-33%,0.9%,-23%,13%,3%,

# 2 records picked at random from the list so far:
SMILES,H1N1 NS1A inhibition,VEEV TC-83 Vero,Salmonella PhoP GFP,H37Rv inhibition,M. tuberculosis,others
CC(Sc1nnc(-c2ccccc2)c(-c2ccccc2)n1)C(=O)Nc1ncc(Cl)cc1Cl (configuration not stated),1%,0.8%,0%,10%,43%,
CCOC(=O)CCC(=O)N1CCNC(=O)C1,-9%,i,-5%,0%,·,

# Next part
SMILES,H1N1 NS1A inhibition,VEEV TC-83 Vero,Salmonella PhoP GFP,H37Rv inhibition,M. tuberculosis,others
CCCn1c(CNS(=O)(=O)c2ccc(C)cc2)nc2ccccc21,-3%,0.4%,-3%,-5%,64%,
Cc1cc(NC(=O)Cn2ccsc2=N)c([N+](=O)[O-])cc1C,-10%,i,3%,-4%,7%,
CC(C)N(C(=O)COC(=O)[C@@H]1CC(O)CN1S(=O)(=O)c1ccccc1[N+](=O)[O-])C(C)C (some centres not stated),-4%,i,-4%,0%,-2%,
COc1ccc(NC(=S)N(CCc2c(C)[nH]c3ccccc23)Cc2ccco2)cc1,8%,7.3%,-1%,-7%,·,
O=C(C(Cc1ccccc1)n1cccc1)N1CCCCCC1 (configuration not stated),28%,1.9%,-3%,0%,9%,
O=C1CN(C(=O)COC(=O)CCc2ccccc2O)c2ccccc2N1,-4%,1.5%,·,3%,2%,
CCc1ccccc1OCC(=O)OCC(=O)c1c(N)n(C)c(=O)n(C)c1=O,-5%,0.7%,13%,-3%,28%,
Nn1c(COc2ccccc2F)nnc1SCC(=O)NC1CCCC1,22%,i,-6%,-3%,1%,
COc1ccnc(Oc2ccccc2)c1C#N,-2%,1.3%,1%,1%,-15%,
CCCCc1nc(SCCN2CCOCC2)c2c(=O)n(C)c(=O)n(C)c2n1,-6%,i,0%,18%,12%,
O=C(Nc1c(Cl)ccc2nsnc12)c1cccnc1,3%,i,-8%,-2%,-1%,
O=C1CCC(c2ccccc2)c2ccccc21 (configuration not stated),·,i,-3%,3%,-5%,
CN(Cc1ccccn1)C(=O)CC1C(=O)NCCN1Cc1ccc(F)cc1Cl (configuration not stated),3%,1.3%,-2%,2%,7%,
O=C(COC(=O)Cc1c(Cl)cccc1Cl)NCCC1=CCCCC1,-9%,0.6%,-12%,1%,61%,
Cc1ccc(CN2CCN(Cc3cnc(C)[nH]3)CC2CCO)cc1 (configuration not stated),-14%,i,-9%,-10%,-9%,
Cc1ccc(N(Cc2ccc(C(=O)Nc3c(C)n(C)n(-c4ccccc4)c3=O)cc2)S(C)(=O)=O)cc1C,0%,0.8%,11%,-7%,-11%,
O=C(CC1NCCNC1=O)Nc1ccccc1 (configuration not stated),-6%,i,1%,5%,8%,
O=C(NCC1CCCO1)c1ccc(NS(=O)(=O)c2ccccc2)cc1 (configuration not stated),4%,1.4%,-5%,-5%,-1%,

# Of the compounds above, 11 have a Cl atom.
SMILES,H1N1 NS1A inhibition,VEEV TC-83 Vero,Salmonella PhoP GFP,H37Rv inhibition,M. tuberculosis,others
Cc1cc(Cl)c2oc(C(=O)NCCN3CCOC3=O)c(C)c2c1,-3%,i,0%,2%,-10%,
CC(Sc1nnc(-c2ccccc2)c(-c2ccccc2)n1)C(=O)Nc1ncc(Cl)cc1Cl (configuration not stated),1%,0.8%,0%,10%,43%,
CS(=O)(=O)c1ccc(Cl)c(NC(=O)COC(=O)CNC(=O)c2ccccc2)c1,9%,1.2%,-4%,-10%,-1%,
CC(=O)Nc1ccc(S(=O)(=O)N2CCN(CCN3CCOCC3)CC2)cc1Cl,0%,i,-6%,-7%,-13%,
O=C(COc1ccccc1O)Nc1ccc(Cl)cc1,-3%,i,0%,-4%,-8%,
O=C(c1c(Cl)cccc1Cl)N1CCN(c2ncccn2)CC1,-12%,0.1%,0%,1%,-6%,
Cc1cc(Cl)ccc1OCCCC(=O)Nc1cc(S(=O)(=O)N2CCOCC2)ccc1N1CCOCC1,-10%,0.5%,·,·,·,
Cc1ccc(-c2nnn(CC(=O)N(CC(=O)NCC3CCCO3)c3ccc(F)c(Cl)c3)n2)o1 (configuration not stated),4%,1.2%,-8%,5%,15%,
O=C(Nc1c(Cl)ccc2nsnc12)c1cccnc1,3%,i,-8%,-2%,-1%,
CN(Cc1ccccn1)C(=O)CC1C(=O)NCCN1Cc1ccc(F)cc1Cl (configuration not stated),3%,1.3%,-2%,2%,7%,
O=C(COC(=O)Cc1c(Cl)cccc1Cl)NCCC1=CCCCC1,-9%,0.6%,-12%,1%,61%,
